Compound activity deposited in PubChem BioAssay by several laboratories.
Mcl1 Bid PPI – disrupts binding of human Mcl-1 to Bid peptide | actives 0.97% (n = 220,000) | AID 1021 | TR-FRET Mcl-1/Bid-Dy647 peptide binding, 1536-well | inhibition, % at 21.7 µM;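 active = compounds that cut the binding signal by more than half at the single screening dose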;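 note: His-tagged Mcl-1 with europium anti-His antibody binding Bid BH3 peptide; 0% = Mcl-1 plus peptide wells and 100% = peptide-only wells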
Target sequence (Q07820 whole entry, looked up): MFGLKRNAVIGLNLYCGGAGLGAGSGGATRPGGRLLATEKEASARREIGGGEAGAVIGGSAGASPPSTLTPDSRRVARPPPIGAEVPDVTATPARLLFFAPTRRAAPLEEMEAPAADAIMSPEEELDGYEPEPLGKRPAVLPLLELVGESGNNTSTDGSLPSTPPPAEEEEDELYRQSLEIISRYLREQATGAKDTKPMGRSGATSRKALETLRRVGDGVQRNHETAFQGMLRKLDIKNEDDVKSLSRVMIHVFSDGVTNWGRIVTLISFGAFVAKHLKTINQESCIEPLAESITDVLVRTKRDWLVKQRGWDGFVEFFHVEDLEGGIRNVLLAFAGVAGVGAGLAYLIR
Mcl1-Noxa inh – Mcl-1/Noxa interaction inhibition | actives 1.5% (n = 220,000) | Q07820 | inhibition, % at 21.7 µM | TR-FRET Mcl-1/Noxa peptide binding, 2 h | AID 1022;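 active = compounds that cut the protein-peptide binding signal by more than 50% relative to plate controls in a single-dose test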;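 note: His-tagged Mcl-1 with rhodamine Noxa BH3 peptide and terbium anti-His antibody; 0% = Mcl-1 plus Noxa peptide wells and 100% = peptide-only wells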
Pf gamet viab – inhibitors of late stage P. falciparum gametocyte viability; P. falciparum stage V gametocytes, ATP luminescence, 24 h; inhibition, % at 10.9 µM; actives 0.065% (n = 150,000);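 active = inhibition above the mean plus 3 SD of compounds within the control limits, set per campaign, cut at about 38% in these data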;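 note: 0% = DMSO wells and 100% = medium only without gametocytes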
RGS8-Gao – modulates binding of RGS8 to human Galphao; multiplexed bead flow cytometry; actives lie on both sides; response (percent of control binding), % at 10 µM; P09471; AID 1423; actives 0.34% (n = 220,000); in the data active = response below about 60% or above about 140%; inactive = in between;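 note: Galphao activated as the GDP aluminium fluoride complex binding bead-coupled RGS8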
Target sequence (P09471 whole entry, looked up): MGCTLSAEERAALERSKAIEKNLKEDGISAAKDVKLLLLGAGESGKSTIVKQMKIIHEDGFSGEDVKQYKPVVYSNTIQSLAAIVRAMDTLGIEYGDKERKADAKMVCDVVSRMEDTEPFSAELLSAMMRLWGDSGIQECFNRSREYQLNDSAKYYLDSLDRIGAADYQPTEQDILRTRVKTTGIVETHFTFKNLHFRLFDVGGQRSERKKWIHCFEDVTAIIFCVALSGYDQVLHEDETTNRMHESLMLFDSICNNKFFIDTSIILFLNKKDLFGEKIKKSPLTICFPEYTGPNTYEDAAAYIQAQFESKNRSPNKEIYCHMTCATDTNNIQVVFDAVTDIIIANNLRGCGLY
* = called active by the depositor. An excerpt; count on the stated rates, not on these rows.

Value order: Mcl1 Bid PPI, Mcl1-Noxa inh, Pf gamet viab, RGS8-Gao
COc1ccccc1C(=O)OCC(=O)Nc1ccccc1OC(F)F
    -41, -10, -1, 98
CCCOc1ccc(/C(O)=C2/C(=O)C(=O)N(CCCn3ccnc3)C2c2cccnc2)cc1 (stereo unspecified)
    -127, 4, -12, 100
O=C(Nc1ccc(O)cc1)/C(=C/c1ccco1)NC(=O)c1ccccc1
    -51, 14, 17, 102
CCOC(=O)C1CCN(C(=O)Nc2cc(Cl)cc(Cl)c2)CC1
    -2, 36, -4, 102
O=C(NC(=O)c1cnccc1C(F)(F)F)Nc1ccccc1
    -7, 11, -3, 88
CS(=O)(=O)NCCSc1cc(C(F)(F)F)nc2ccccc12
    8, 3, -12, 99
Cc1cc(C)c2c(N)c(C(=O)c3ccc(Br)cc3)oc2n1
    -33, -6, -14, 103
Cc1nc(C(=O)NC2CCOCC2)sc1C1(C)CC(c2ccccc2)=NO1 (stereo unspecified)
    -69, -32, -1, 101
CC1=Nc2ccccc2N=C(NC(=O)CN2CCN(c3ccc(F)cc3)CC2)C1c1ccccc1 (stereo unspecified)
    -56, 2, -1, 105
COc1ccc(NC(=O)NC(=O)c2cc(OCC(F)(F)F)ccc2OCC(F)(F)F)cc1
    -13, -3, 6, 88

Five entries drawn at random from those above, as already listed:
Value order: Mcl1 Bid PPI, Mcl1-Noxa inh, Pf gamet viab, RGS8-Gao
COc1ccc(NC(=O)NC(=O)c2cc(OCC(F)(F)F)ccc2OCC(F)(F)F)cc1
    -13, -3, 6, 88
O=C(Nc1ccc(O)cc1)/C(=C/c1ccco1)NC(=O)c1ccccc1
    -51, 14, 17, 102
Cc1cc(C)c2c(N)c(C(=O)c3ccc(Br)cc3)oc2n1
    -33, -6, -14, 103
CCCOc1ccc(/C(O)=C2/C(=O)C(=O)N(CCCn3ccnc3)C2c2cccnc2)cc1 (stereo unspecified)
    -127, 4, -12, 100
O=C(NC(=O)c1cnccc1C(F)(F)F)Nc1ccccc1
    -7, 11, -3, 88

(listing goes on)
Value order: Mcl1 Bid PPI, Mcl1-Noxa inh, Pf gamet viab, RGS8-Gao
CCOC(=O)C1(Cc2cccc(F)c2)CCN(C(=O)COC)CC1
    -18, -28, 19, 98
CN(C)C(=S)NC(C)(C)C
    -8, 3, 18, 104
CN(C)NC(=S)NC1CC2CCC1C2 (stereo unspecified)
    -49, 1, -15, 99
CCOc1ccccc1N(C)C(=O)c1cc2c(=O)n(CC)c3ccccc3c2s1
    3, -1, 7, 101
COc1ccc(/C=N/OC(=O)Nc2ccc(Cl)cc2)c(OC)c1
    -25, 23, -11, 100
O=C(CCl)c1ccc2[nH]c(=O)oc2c1
    10, 42, 3, 97
CN(C)C(=O)N(CCCN1CCOCC1)Cc1cccc2ccccc12
    -21, 2, 19, 101
NC(=O)CC(NC(=O)Cc1cccc2ccccc12)c1ccc(NCCc2ccccc2F)c([N+](=O)[O-])c1 (stereo unspecified)
    26, 10, 20, 98
Nc1nnc(SCc2nc3scc(-c4ccccc4)c3c(=O)[nH]2)s1
    -25, -8, 3, 98
O=C(c1ccccc1)C1C(c2ccccc2)C1[N+](=O)[O-] (stereo unspecified)
    -3, -3, -4, 102
COc1ccc(C2=NN(CC(=O)Nc3cc(C)ccc3C)C(=O)CC2)cc1
    -17, -12, 16, 73
O=C(NNC1=NS(=O)(=O)c2ccccc21)c1ccccc1
    -29, 15, -33, 103
Cc1nc(SCc2ccc(O)c([N+](=O)[O-])c2)c([N+](=O)[O-])[nH]1
    -27, 7, 21, 99
COC(=O)C1=C(C(=O)OC)[C@@H]2N(C)c3ccccc3[C@@]23C[C@@H](C(=O)OC)N(C(C)=O)C3=N1
    -89, -3, 29, 101
Cc1nn(C(C)(C)C)c(C)c1/C=N/OC(=O)Nc1ccc(Cl)c(Cl)c1
    -10, 17, -19, 106
Fc1ccccc1-c1[nH]ncc1-c1nnnn1-c1ccccc1
    -1, 9, -48, 100
O=c1[nH]c(CN2CCN(c3ccccc3O)CC2)nc2scc(-c3ccccc3Cl)c12
    -21, 14, 0, 101
C=CCn1cc(C(=O)OCC)c(=O)c2cc(F)c(F)cc21
    -1, 1, 2, 101
Cc1cccc(NC(=S)NC2CC3C=CC2C3)c1 (stereo unspecified)
    -49, 12, -16, 104
Cc1ccc(-c2nnc(-c3cc(C)on3)o2)cc1
    -11, -16, -19, 96
CCOC(=O)c1[nH]c2ccccc2c1NC(=O)NC(C)C
    -42, -9, 15, 100
O=C(CSc1nnnn1Cc1ccccc1)Nc1ccccc1
    -28, -1, 13, 107
Cc1nc2c(C)cccn2c1/C(O)=C1\C(=O)C(=O)N(CCN(C)C)C1c1ccco1 (stereo unspecified)
    -26, -11, -18, 102
Cc1ccc(-c2ccc(/C=N/NC(=O)Cc3nnc(N)s3)o2)cc1Cl
    -76, 2, 19, 101
Cc1cc(Cl)ccc1OCC(=O)Nc1nc(-c2cccnc2)cs1
    0, 6, 5, 100
COc1ccc(CNC(=S)N2CCN(S(=O)(=O)c3cccc(F)c3)CC2)cc1
    -50, 7, -29, 98
Cc1cccc(NC(=S)N2CCCCC2c2cccnc2)c1C (stereo unspecified)
    -41, 14, -9, 102
O=C(CSc1nc2ccccc2s1)Nc1ccc(C(=O)O)cc1
    -13, 3, 11, 104
CCCCNS(=O)(=O)c1ccc2nc(-c3cccnc3)cc(C(=O)NCCOC)c2c1
    0, -2, 20, 105
CSc1nsc(SC)c1CO
    5, 1, -4, 100
O=c1[nH]c(CSc2ncnc3sc(-c4ccccc4)cc23)nc2ccccc12
    61*, 19, 0, 103
COC(=O)Cc1cccc2c(=O)c3ccccc3oc12
    26, 1, -11, 94
N#CCN1CCN(CC(=O)c2ccc(Br)cc2)CC1
    -43, 9, 1, 97
O=C1N(c2ccccc2)C(=Nc2ccccc2)SC12CC2
    -5, 1, -11, 101
O=C1NCCCC1C(=O)N/N=C/c1cccc(Cl)c1 (stereo unspecified)
    -12, -15, -8, 100
CCCCCC(=O)Nc1cccc(C2=NOC3(C2)C[C@H](C(N)=O)N(C(=O)c2ccccc2C(=O)c2ccccc2)C3)c1 (stereo partly specified)
    -17, 2, -16, 104
Cc1ccc(C)c(-n2c(-c3ccncc3)n[nH]c2=S)c1
    -40, 3, 13, 96
CC(=O)c1nnn(-c2cccc(C#N)c2)c1C
    -16, 0, 18, 101
CC/C(C)=N/NS(=O)(=O)c1ccc(C)c([N+](=O)[O-])c1
    -13, 2, 4, 103
CCC(=O)N(Cc1cc(=O)[nH]c2ccccc12)c1ccccc1C
    -19, 4, -7, 100
CN(C)CCn1c(N)nc2ccccc21
    -19, -5, 14, 106
O=C(CSc1ncnc2scc(-c3ccccc3)c12)Nc1ccc(C(=O)O)cc1
    5, -12, -14, 103
COc1cc(/C=N/n2nnnc2N)cc(OC)c1OC
    -19, 7, 0, 102
O=[N+]([O-])c1ccccc1N/N=C\c1ccccc1F
    -13, -15, -18, 100
COc1ccccc1NC(=O)N1CCN(c2ccnc3cc(Cl)ccc23)CC1
    0, 16, 0, 118
CCn1c(=NC(=O)C2COc3ccccc3O2)sc2c(C)ccc(OC)c21 (stereo unspecified)
    9, -30, -5, 102
Cc1ccc(C(=O)Nc2ccccc2C(=O)N2CCCCCC2)cc1
    5, -2, 10, 99
COc1ccc(C2c3ccc4ccccc4c3Oc3ncn(CCCO)c(=N)c32)cc1 (stereo unspecified)
    1, -9, -5, 116
Cn1cc([N+](=O)[O-])c(C(=O)n2cccn2)n1
    11, -6, -1, 101
O=[N+]([O-])c1cccnc1Oc1ccc(F)cc1F
    -18, 5, -4, 101

Additional compounds follow.
Value order: Mcl1 Bid PPI, Mcl1-Noxa inh, Pf gamet viab, RGS8-Gao
O=C(c1c[nH]c2ccccc12)C(F)(F)F
    -7, 0, 3, 98
O=C(CN1CCN(Cc2ccccc2Cl)C1=O)NCc1ccccn1
    -36, -11, -12, 95
COc1ccc(/C=C/C(=O)Nc2c(C(=O)O)[nH]c3ccccc23)cc1OC
    -4, 20, -19, 103
CCOC(=O)C(=CNNc1cccc(Cl)c1)C(=O)OCC
    -30, 52*, 6, 101
O=C(CN1CCN(C(=O)C2COc3ccccc3O2)CC1)Nc1ccccc1 (stereo unspecified)
    9, -4, -14, 87
CCSc1nnc(NC(=O)Nc2cccc(C)c2)s1
    -7, 15, 1, 103
O=C(O)c1ccc2c(c1)N(Cc1ccccc1)C(=O)c1ccccc1S2
    4, 3, 8, 103
O=C(/C=C/c1cc2ccccc2o1)c1ccccc1O
    4, -15, 3, 99
COc1ccccc1NC(=S)NCC1CCC(CNC(=S)Nc2ccccc2OC)CC1 (stereo unspecified)
    -24, -2, 5, 99
CCOC(=O)CCCNC(=O)CCNC(=O)c1ccc(OCCC(C)C)cc1
    -12, -10, 11, 101
O=C(CN1CCOCC1)Nc1ccc2c(c1)CCC2
    -20, 6, -5, 101
CCN(CC)c1ccc(/C=N/NC(=O)c2ccccn2)cc1
    -106, 31, -11, 99
Cc1ccc(C)c2c1cc(C)c1nnc(SCC(=O)Nc3cccc(C(=O)O)c3)n12
    -62, 5, 9, 101
COCCCn1c(=S)[nH]c(C)c(C)c1=O
    -36, -15, -5, 97
CCSc1cc(C)nc2c(-c3ccccc3)cnn12
    -2, 4, -36, 102
Cc1cc(N/N=C/c2ccc3c(c2)OCO3)nc2ccccc12
    -35, 23, 8, 98
COc1ccc2c(c1)c1ncn(Cc3ccccn3)c(=O)c1n2C
    13, 23, 7, 99
COC(=O)/C=C/c1c(C)[nH]c(=O)[nH]c1=O
    -11, -9, -1, 106
O=S(=O)(Nc1ccc(-c2cn3ccccc3n2)cc1)c1ccccc1
    -67, 15, -14, 101
CCC(C)C(=O)Nc1nc2ccc(OC)cc2s1 (stereo unspecified)
    34, -11, 14, 101
Cc1ccccc1/C=N/n1c(-c2ccccn2)n[nH]c1=S
    -53, 0, 14, 97
O=C(O)/C=C/C(=O)Nc1ccc(OC(F)(F)F)cc1
    1, 18, 5, 101
CC(/C=C1\SC(=S)N(NS(=O)(=O)c2ccc(C)cc2)C1=O)=C\c1ccccc1
    66*, 94*, 21, 98
O=C(COC(=O)c1ccc([N+](=O)[O-])o1)Nc1nc2ccccc2s1
    -69, 34, 8, 102
COc1ccc(S(=O)(=O)N2CCCc3ccccc32)cc1OC
    -55, 2, -31, 98
O=C(O)CCC(=O)N(Cc1ccco1)C1CC(=O)N(c2ccccc2)C1=O (stereo unspecified)
    -21, -11, -1, 100
CC1=NN2C(=N)/C(=C\c3cc(C)n(Cc4ccccc4)c3C)C(=O)N=C2S1
    -113, 8, 2, 94
NC(=S)N/N=C/c1ccc(-c2ccc(SC(F)F)cc2)o1
    -179, 4, 9, 98
O=C1CSC(c2ccccn2)N1c1ccc(C(F)(F)F)cc1 (stereo unspecified)
    -13, 3, 2, 98
CC12CCC(C(=O)Nc3ccc(Br)cn3)(OC1=O)C2(C)C (stereo unspecified)
    -9, 10, 12, 99
COc1ccccc1NC(=O)c1c([N+](=O)[O-])c(C(C)(C)C)nn1C
    3, -17, -2, 99
COC(=O)c1cc(=O)c2cccc(OC)c2[nH]1
    -7, 24, -3, 99
O=C(/C=N/NC(=O)c1ccc(Cl)cc1Cl)c1ccccc1
    16, 8, 9, 103
O=C(Nc1cccc(S(=O)(=O)N2CCOCC2)c1)c1ccccn1
    3, 12, 9, 99
COc1ccc(C(=O)CSc2nc(-c3ccccn3)nc(C)c2Cl)cc1
    -38, 0, 1, 97
CCN1CCN(Cc2ccc(NC(=O)c3cc(NC(=O)c4cc(-c5ccc(OC)cc5)n[nH]4)cc(OC)c3)cc2C(F)(F)F)CC1
    -29, -56, -6, 101
CN(NC(=O)c1ccccc1)c1ncc(C(F)(F)F)cc1Cl
    4, -1, 6, 101
Cc1ccc2c(c1)C(c1ccccc1)C(=O)O2 (stereo unspecified)
    -14, 2, 22, 96
O=C(Nc1nc2ccccc2s1)c1cccc(S(=O)(=O)N2CCc3ccccc32)c1
    -5, -24, 12, 102
CC(C)OCCCNC1=C(Cl)C(=O)c2ccccc2C1=O
    -28, 0, 4, 95
O=C(N/N=C/c1cccc([N+](=O)[O-])c1)c1ccncc1
    -13, -14, 3, 99
CN1CCc2nc(SC(C(=O)O)c3ccccc3)c(C#N)c(-c3cccs3)c2C1 (stereo unspecified)
    -12, 24, -23, 100
O=C(Nc1cccc([N+](=O)[O-])c1)c1cc2ccccc2cc1O
    -49, 38, -19, 101
O=C(c1csc(Nc2cccc3ccccc23)n1)N1CCCC1
    -82, 3, 3, 103
CN(CC(=O)Nc1cc(S(=O)(=O)N2CCCC2)ccc1Cl)Cc1cccs1
    -8, -1, -2, 101
COc1ccc(N2C(=S)NC3CS(=O)(=O)CC32)cc1 (stereo unspecified)
    -9, 1, -1, 92
O=C1OC2(O)C3C4C=CC(C4)C3C(=O)N2c2ccccc21 (stereo unspecified)
    -9, -9, -8, 99
Cc1cccc(OCCn2cnc(Cl)c2Cl)c1
    -3, 7, 5, 99
NC(=O)CSc1nnc(COc2ccccc2)n1N
    -22, -24, 14, 100
CCOC(=O)N1CC(=O)Nc2ccc(Br)cc2C1c1ccccc1 (stereo unspecified)
    -14, 7, -10, 100
CCc1ccc2nc(Nc3ncc(C(C)=O)c(C)n3)nc(C)c2c1
    -39, -6, -3, 87
